Screens: PubChem, University of Kansas High Throughput Screening Laboratory
mHTT CaM bind – mutant huntingtin-calmodulin interaction inhibitors – biochemical, AlphaScreen, primary screen; P42858; AlphaScreen His-mHTT/GST-CaM binding, luminescence; inhibition, % at 15 µM; 190,000 tested, 3.6% active;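 note: 0% = both proteins with DMSO and 100% = one protein alone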
Pf apPOL inh – Pf-apPOL inhibitors, biochemical, fluorescence; Plasmodium falciparum apicoplast DNA polymerase (apPOL); Recombinant Pf-apPOL, molecular beacon fluorescence, 1.5 h; inhibition, % at 10 µM; 210,000 tested, 0.25% active
* marks the source's active call; other numbers are inactive results; i = inactive; / = no result given. Cut-off read from the data, not from the text of the source: active = inhibition above about 50%; inactive = the rest. The list is partial; count on the stated rates, not on these rows.

SMILES | mHTT CaM bind | Pf apPOL inh
CCCCSCCCNC(=O)CN1N=C(c2ccc(OC)cc2)CCC1=O | 16 | -9
Cn1ccc2c(-c3ccc4c(c3)OCCO4)cc3c(c21)C1CCC3O1 (stereo not given) | 30 | 1
CC(C)(C)OC(=O)CC1CCCN1 (stereo not given) | 3 | -8
O=C(Nc1ccc2c(c1)OCO2)c1nn2c(c1Cl)NC(c1ccco1)CC2C(F)(F)F (stereo not given) | 16 | 7
Cc1cc(C)cc(OCCNC(=O)c2ccc([N+](=O)[O-])cc2Cl)c1 | 9 | -1
COc1ccc(N2CCN(C(=O)c3ccc(CN4CCc5ccccc5C4)cc3)CC2)cc1 | 36 | -9
COc1cc(/C=C2/C(=O)N(c3ccccc3)N=C2C)cc([N+](=O)[O-])c1O | 57* | 1
Cc1nnc2n(-c3ccccc3)c(=O)c3c4c(sc3n12)CCCC4C (stereo not given) | 1 | -2
CCCC1c2cccn2CCN1C(=O)NC1(CC(=O)OCC)CCCCC1 (stereo not given) | 28 | -5
CN(C/C=C/c1ccccc1[N+](=O)[O-])CCc1ccccn1 | -1 | 6
CCCCC(=O)Nc1ccc(NC(=O)c2ccccc2[N+](=O)[O-])cc1OC | 2 | 0
Cc1cccc(CNC(=O)c2cnn3c4c(cnc23)CCCC4)c1 | 21 | 0
COc1ccc(C(=O)N2CC3CN(S(=O)(=O)c4ccc(OC)cc4)CC(C2)O3)cc1 | 5 | -4
COc1ccc(C(=O)Nc2cc(Cl)ccc2Cl)cc1NC(=O)c1cccc([N+](=O)[O-])c1 | 0 | -11
COc1ccc(NC(=O)C[C@H]2C(=O)N(CCc3ccccc3)C[C@@H]2C)cc1 | -5 | 0
CCOc1ccc(CNC(=O)C2CC(=O)N(C3CCCC3)C2)cc1OC (stereo not given) | -6 | -15
Cc1ccc(OCC(=O)NC23CC4CC(CC(C4)C2)C3)cc1 | -9 | -1
COc1ccc(S(=O)(=O)/C=C/c2ccccc2)cc1 | -22 | -3
COc1ccc2cc3cc(C(=O)NC(C)C)oc3nc2c1 | 1 | 1
Cc1ccc(NC(=O)c2ccc(NCCO)c([N+](=O)[O-])c2)cc1 | 11 | 1

Single values from the entries so far.
Entry for `COc1cc(/C=C2/C(=O)N(c3ccccc3)N=C2C)cc([N+](=O)[O-])c1O` under Pf apPOL inh: 1
Entry for `COc1ccc(N2CCN(C(=O)c3ccc(CN4CCc5ccccc5C4)cc3)CC2)cc1` under Pf apPOL inh: -9

Further records.
SMILES | mHTT CaM bind | Pf apPOL inh
O=C(c1ccccc1)N1CCC(CCNS(=O)(=O)c2ccc3c(c2)CCCC3)CC1 | 60* | 4
Cc1oc(C2CCN(C(=O)c3ccsc3)CC2)nc1C(=O)N1CCSCC1 | 4 | 0
O=C(Cn1cnc2scc(-c3ccccc3)c2c1=O)c1ccc(Cl)c(Cl)c1 | -5 | -5
Cc1nn(C)cc1C(C)NC(=O)c1cn2ccccc2n1 (stereo not given) | -1 | -2
Oc1ccc(/C=N/n2cnnc2)cc1O | i | /
CCn1c(CC2CCN(S(=O)(=O)c3cc(F)cc(F)c3)C2)nc2cccnc21 (stereo not given) | 4 | -5
CC1=C(C(=O)Nc2cccnc2)C(c2cccs2)n2nc(SCc3ccccc3F)nc2N1 (stereo not given) | 3 | 0
CC1CCCC(Nc2ccc(N3C(=O)CCCC3=O)cc2[N+](=O)[O-])C1C (stereo not given) | 48 | -20
CCOc1ccc(C(=O)Nc2ccc([N+](=O)[O-])cn2)cc1 | 3 | -5
O=C(NCCCN1CCCCC1)c1cc(-c2ccc(Cl)s2)nc2ccccc12 | -3 | -4
O=C(c1ccccn1)N1CCC(CCOc2ccccc2)CC1 | 5 | -5
Cc1cccc(/C=C2\N=C(c3ccc(Br)cc3)OC2=O)c1 | 4 | -67
COc1ccccc1CNC(=O)CN(c1ccccc1Cl)S(=O)(=O)c1ccccc1 | -4 | -5
COC(=O)c1sc2c(c1N)CSc1ccc(Cl)cc1-2 | / | 8
COc1ccc(C(N)=O)c(Cl)c1OC | / | -30
CCCNc1cc(N2CCC(CCC(=O)N(C)CCc3ccncc3)CC2)ncn1 | 8 | -5
O=C(Nc1ccc2c(c1)OC1(CCCC1)O2)C1CC1 | 2 | /
Cc1cc(=O)oc(C)c1C(=O)NCc1ccccc1 | 6 | -9
Cc1nc(-c2ccc(F)cc2)sc1C(=O)N1CCC(CC(=O)N2CCOCC2)CC1 | 14 | -4
C=C1CCN([C@@H](CC(C)C)C(=O)N2CCOCC2)S(=O)(=O)c2ccccc21 | 9 | -1
COc1ccccc1C1CC(c2ccc(Br)cc2)Nc2ncnn21 (stereo not given) | 48 | 0
CCCNC(=O)c1ccc(-c2nc3cccnc3n(C)c2=O)cc1 | -2 | 1
Cc1cc(C(=O)N2CCOCC2)c2cc(C(C)C)ccc2n1 | -3 | -5
CCCCNC(=O)CC1N=C2c3ccccc3N=C(SCC(=O)NC3CCCCC3)N2C1=O (stereo not given) | 15 | 1
CC(C)CNc1ccc2c(c1)OC[C@H](CC(C)C)NS2(=O)=O | -11 | -6
COc1cc([N+](=O)[O-])ccc1-c1ccc(C(=O)Nc2cccnc2)o1 | 61* | 0
CCc1cc2c(=O)c(-c3ccc4c(c3)OCCO4)c(C)oc2cc1OC | -2 | 3
Fc1ccc(C2C=C(c3ccc(F)cc3F)Nc3nnnn32)cc1 (stereo not given) | -4 | -8
O=C(CSc1nc2ccccc2o1)NCC12CC3CC(CC(C3)C1)C2 | -13 | -3
COc1ccccc1CNC(=O)CN1C(=O)C2CCCN2C(=O)c2cc(F)ccc21 (stereo not given) | -2 | -5
CC1=C(C(N)=O)C(c2ccc(O)cc2)n2nc(SCc3ccccc3Cl)nc2N1 (stereo not given) | 2 | -4
O=C(c1cnccn1)N1CCCC(c2cc(-c3ccccc3)n[nH]2)C1 (stereo not given) | -2 | -10
COc1ccccc1CNC(=O)C1c2ccccc2C(=O)N2CCc3ccccc3C12 (stereo not given) | 1 | 6
COc1ccc2c(c1)OCC/C2=N\OC(=O)c1cccc(Br)c1 | i | -1
N#CCSc1nc2ccc(N)cc2s1 | 15 | -6
CSc1ccc(/C=c2\sc3nc(-c4cccs4)nn3c2=O)cc1 | 5 | -5
COc1ccc(C2=NC3(CCN(CC(=O)Nc4ccc(Cl)cc4F)CC3)NC2=O)cc1 | 3 | -2
COc1cc(Br)c(/C=C(\C#N)c2nc3ccc(C)cc3[nH]2)cc1O | 1 | 1
O=C(c1cccc(S(=O)(=O)N2CCOCC2)c1)N1CCCCC1 | -6 | -1
CC1=C(C(=O)Nc2ccc(C)cn2)C(c2cccs2)C2=C(CCCC2=O)N1 (stereo not given) | 1 | -2

Ordered by formula weight (largest number first): some entries from above.
SMILES | mHTT CaM bind | Pf apPOL inh
CCCCNC(=O)CC1N=C2c3ccccc3N=C(SCC(=O)NC3CCCCC3)N2C1=O (stereo not given) | 15 | 1
COc1ccccc1CNC(=O)CN(c1ccccc1Cl)S(=O)(=O)c1ccccc1 | -4 | -5
Cc1nc(-c2ccc(F)cc2)sc1C(=O)N1CCC(CC(=O)N2CCOCC2)CC1 | 14 | -4
CC1=C(C(N)=O)C(c2ccc(O)cc2)n2nc(SCc3ccccc3Cl)nc2N1 (stereo not given) | 2 | -4
COc1ccccc1CNC(=O)C1c2ccccc2C(=O)N2CCc3ccccc3C12 (stereo not given) | 1 | 6
COc1ccccc1CNC(=O)CN1C(=O)C2CCCN2C(=O)c2cc(F)ccc21 (stereo not given) | -2 | -5
C=C1CCN([C@@H](CC(C)C)C(=O)N2CCOCC2)S(=O)(=O)c2ccccc21 | 9 | -1
COc1ccccc1C1CC(c2ccc(Br)cc2)Nc2ncnn21 (stereo not given) | 48 | 0
COc1cc(Br)c(/C=C(\C#N)c2nc3ccc(C)cc3[nH]2)cc1O | 1 | 1
CC1=C(C(=O)Nc2ccc(C)cn2)C(c2cccs2)C2=C(CCCC2=O)N1 (stereo not given) | 1 | -2
COc1ccc2c(c1)OCC/C2=N\OC(=O)c1cccc(Br)c1 | i | -1
CSc1ccc(/C=c2\sc3nc(-c4cccs4)nn3c2=O)cc1 | 5 | -5
O=C(CSc1nc2ccccc2o1)NCC12CC3CC(CC(C3)C1)C2 | -13 | -3
CCc1cc2c(=O)c(-c3ccc4c(c3)OCCO4)c(C)oc2cc1OC | -2 | 3
Cc1cccc(/C=C2\N=C(c3ccc(Br)cc3)OC2=O)c1 | 4 | -67
COc1cc([N+](=O)[O-])ccc1-c1ccc(C(=O)Nc2cccnc2)o1 | 61* | 0
O=C(c1cccc(S(=O)(=O)N2CCOCC2)c1)N1CCCCC1 | -6 | -1
O=C(c1cnccn1)N1CCCC(c2cc(-c3ccccc3)n[nH]2)C1 (stereo not given) | -2 | -10
CC(C)CNc1ccc2c(c1)OC[C@H](CC(C)C)NS2(=O)=O | -11 | -6
CCCNC(=O)c1ccc(-c2nc3cccnc3n(C)c2=O)cc1 | -2 | 1
COC(=O)c1sc2c(c1N)CSc1ccc(Cl)cc1-2 | / | 8
O=C(c1ccccn1)N1CCC(CCOc2ccccc2)CC1 | 5 | -5
Cc1cc(C(=O)N2CCOCC2)c2cc(C(C)C)ccc2n1 | -3 | -5
O=C(Nc1ccc2c(c1)OC1(CCCC1)O2)C1CC1 | 2 | /
Cc1cc(=O)oc(C)c1C(=O)NCc1ccccc1 | 6 | -9
N#CCSc1nc2ccc(N)cc2s1 | 15 | -6
COc1ccc(C(N)=O)c(Cl)c1OC | / | -30

Next part
SMILES | mHTT CaM bind | Pf apPOL inh
COc1cc(/C=C/c2[nH]c(=O)[nH]c(=O)c2[N+](=O)[O-])ccc1OCc1ccccc1 | 1 | 0
CCCS(=O)(=O)N1CCCc2cc(NC(=O)c3cc(Cl)ccc3OC)ccc21 | 6 | 3
CC(=O)Nc1ccc(-c2noc(C3CCN(C(=O)c4ccc(C(C)C)cc4)CC3)n2)cc1 | 18 | -2
Cc1cccc(Cc2c(C)nc(C(C)C)nc2N2CCN(S(C)(=O)=O)CC2)c1 | 3 | -4
COc1ccc(C)cc1N1C=C(C#N)S(=O)(=O)c2ccc(Cl)cc21 | -2 | -4
Nc1ccccc1C(=O)Nc1cccc(Cl)c1 | -1 | -2
Cc1cccc(-n2nc3c(c2NC(=O)C(C)C)CS(=O)(=O)C3)c1C | 0 | -3
COc1ccc(Cl)cc1C(=O)N1CCn2cnnc2C1 | -4 | -11
CC(=O)Nc1ccc(NS(=O)(=O)c2cccc([N+](=O)[O-])c2)cc1 | 3 | 10
C=CCNC(=O)C(=O)NCC1CCCO1 (stereo not given) | -4 | 8
CC1Cc2ccc(-c3cc(COC(=O)c4ccc(=O)n(C)n4)no3)cc2O1 (stereo not given) | -12 | -4
CS(=O)(=O)N1CCc2cc(NC(=O)Nc3ccc(Br)cc3)ccc21 | 1 | -5
CCOc1ccccc1N(CC)C(=O)c1noc2c1CCCC2 | -11 | -4
O=C(Cc1cccs1)N1CCCn2nc(-c3cccnc3)cc2C1 | 5 | 10
C=CCSc1nnc2c(n1)OC(c1cccc(OC)c1)Nc1ccccc1-2 (stereo not given) | 10 | -4
Clc1ccc(-c2nnc(SCCC3OCCCO3)o2)c(Cl)c1 | -20 | -5
COc1c(C(=O)NC(C)C)sc2cc(Cl)ccc12 | -15 | -5
NC(=S)c1ncc(C(F)(F)F)cc1Cl | / | -13
CC(=O)Nc1cc2nc3ccccc3nc2cc1NC(C)=O | 1 | -3
Cc1nccn1-c1cc(NCCNC(=O)Nc2ccc(F)c(Cl)c2)ncn1 | -16 | -4
Cc1cccc(C(=O)O[C@H]2[C@H](C)NS(=O)(=O)[C@H]3CC4C=C[C@]23O4)c1 | 12 | -8
Cc1ccccc1-n1nc2c(c1NC(=O)CC1CCCCC1)CS(=O)(=O)C2 | 7 | -4
CC(C)c1ccc(NS(=O)(=O)c2ccc(N3C(=O)CCC3=O)cc2)cc1 | / | -5
Cc1ccc(NC(=O)C2CCN(c3cc(N4CCCC4)ncn3)CC2)cc1 | 46 | -2
Cn1c(CO)nc2cc(N)ccc21 | -3 | 19
COc1ccc(Cn2c(SC)nc3ccccc3c2=O)cc1 | -5 | 0
N#Cc1c(C(F)(F)F)cc(-c2ccccc2)n(N)c1=O | / | 1
O=C(Nc1ccc(F)cc1F)c1ccc(Cn2cncn2)cc1 | 0 | -2
CNc1nc(NCCOC23CC4CC(CC(C4)C2)C3)nc(OCC(F)(F)F)n1 | -10 | /
CC(C)c1noc(C2(NC(=O)C3CCCC3)CCCCC2)n1 | -14 | -4
Cc1cccc(NC(=O)CC2CSc3nc4c(c(=O)n32)CCC4)n1 (stereo not given) | -15 | -4
Nc1cc([N+](=O)[O-])c(N)c2c1C(=O)c1ccccc1C2=O | 42 | -4
O=C(Nc1ccc2c(c1)Cc1ccccc1-2)c1ccc(N2CCOCC2)nn1 | 3 | -6
CC(=O)Nc1ccc(Sc2ccccc2[N+](=O)[O-])cc1C | 1 | -3
Cc1ccc(NC(NC(=O)c2cccs2)C(=O)c2ccccc2)cc1 (stereo not given) | 38 | -3
COc1ccccc1CNC(=O)C1CC(=O)N(c2ccc(F)cc2)C1 (stereo not given) | 2 | -7
O=C(O)CC(=O)NC12CC3CC(CC(C3)C1)C2 | 1 | 1
COc1ccc(-c2noc(Cn3ccnc3C)n2)cc1 | 0 | -1
COC(=O)Nc1ccc(S(=O)(=O)N2CCCC(C(=O)Nc3cccc(OC)c3)C2)cc1 (stereo not given) | 10 | 0
CN(C)C(CNC(=O)C(=O)Nc1cccnc1)c1ccccc1Cl (stereo not given) | -20 | -3
